Akt phos inh: HTS Assay for Inhibitors of Akt Phophorylation: Primary Screen | Neuro2A IGF-stimulated pAkt S473 HTRF, 20 min; hits give low values | hit rate 0.32% among 360,000 | AID 651550, 2012 | activity change, % for hits at 50 µM; in the data active means activity change below about -80%; inconclusive means mostly about -51% to -80%; further: on the % scale 0 is the no-effect control and ±100 the full control effect
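Neuro2A cells (4,500/well, DMEM with 0.5% FBS) were treated with compound at a single 50 µM final concentration, stimulated with 6 nM IGF for 20 min at 37 °C, and lysed. Phospho-Akt Ser473 was read by HTRF as 665/615 ratio ×10^4.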
Nrf2 inh: Nrf2 qHTS screen for inhibitors; hit rate 2.1% among 360,000; Potency, µM (highest dose often 46 µM), for inactives: at the highest dose activity change, negative = inhibition, actives largely listed as inhibitors; A549 ARE-Fluc reporter, luciferase luminescence, 18-24 h; further: potency means the concentration at half of the fitted maximal effect; on the % scale 0 is the no-effect control and ±100 the full control effect; nearly all actives have a fitted effect of over 60% in size
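Cells were seeded and rested 2 h, then exposed to compounds for 18-24 h. CellTiter-Fluor was read first as a viability measure. BugLite was added 15 min before the final luminescent read of ARE-luciferase activity in A549 cells.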
CCT modulator: High-Throughput Screening for Modulators of Cytosolic Chaperonin Activity; purified chaperonin ATPase assay, HTRF ADP detection, 30 min; activity change, % (test concentration not listed), hits read low; hit rate 0.3% among 360,000; AID 651819, 2012; in the data active means activity change below about -30%; further: on the % scale 0 is the no-effect control and ±100 the full control effect
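Enzyme 40 or 20 nM (batch-dependent) in Tris pH 7.4/KCl/MgCl2/DTT; cpd 76 uM single point; ATP 10 uM; 30 min 37 °C; Transcreener ADP HTRF detection, 30 min RT; ratio 665/615.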
ATXN viability: Viability Counterscreen for Primary qHTS for Inhibitors of ATXN expression | S2 cells (HEK-293 line with an ATXN2-luciferase reporter) viability, CellTiter-Fluor protease fluorescence, 24 h | Potency, µM (top dose mostly 56.7 µM), hits mostly cytotoxic | hit rate 0.49% among 400,000 | AID 651635, 2014; further: potency means the concentration at half of the fitted maximal effect; nearly all actives have a fitted effect of over 40% in size
TGFb SMAD3 inh: qHTS for Inhibitors of TGF-b; Potency, µM (highest dose often 46.1 µM), for inactives: top-dose activity, negative = inhibition, actives largely listed as inhibitors; hit rate 1.2% among 410,000; AID 588855, 2011; HepG2 CAGA-GFP TGF-b/SMAD3 reporter, GFP fluorescence, 18 h; TGF-beta stimulated, 500 pg/mL final; further: potency means the concentration at half of the fitted maximal effect; on the % scale 0 is the no-effect control and ±100 the full control effect; nearly all actives have a fitted effect of over 65% in size
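Inhibition of TGF-beta-driven CAGA-GFP reporter expression in HEPG2 cells is measured by cellular GFP fluorescence after 18 h stimulation with 500 pg/mL recombinant TGF-beta in 1% FBS medium at 37 degrees C.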
HepG2 viability: qHTS for Inhibitors of TGF-b: Cytotox Counterscreen; hit rate 0.76% among 410,000; Potency, µM (highest dose often 46.1 µM), for the others: top-dose activity change, negative = cytotoxicity, actives largely listed as cytotoxic; HepG2 CAGA-GFP viability, ATP luminescence, 18 h; AID 588856, 2011; further: potency means the concentration at half of the fitted maximal effect; some results filed as inactive show a strong effect at the top dose
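CellTiter-Glo luminescence gave cytotoxicity after 18 hours at 37 degrees C. The cells were HepG2 CAGA-GFP in 1% FBS DMEM, stimulated with 500 pg/mL TGF-beta after compound addition. %Activity was normalised to no-cell wells (complete cell-killing) and DMSO (no toxicity), and curves were fitted and classified.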
A549 viability: Nrf2 qHTS screen for inhibitors: counterscreen for cytotoxicity. Potency, µM (highest dose often 46 µM), without a hit: top-dose activity change, negative = cytotoxicity, hits mostly inhibitors. hit rate 0.16% among 390,000. A549 ARE-Fluc cells, CellTiter-Fluor viability, 18-24 h; further: potency means the concentration at half of the fitted maximal effect; on the % scale 0 is the no-effect control and ±100 the full control effect
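Cytotoxicity counterscreen: CellTiter-Fluor fluorescence was measured in A549 ARE_Fluc cells after 18-24 h of compound exposure in a concentration series. The subsequent BugLite luminescent read reports ARE-luciferase activity.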
Mm-Cpn inhibitor: Inhibitors of TCP-1 ring complex (TRiC) of Methanococcus maripaludis (MmCpn): qHTS | hit rate 0.031% among 330,000 | purified Mm-Cpn ATPase, ADP Transcreener TR-FRET | Potency, µM (top dose mostly 76.9 µM), for inactives: top-dose activity, negative = inhibition, actives largely listed as inhibitors | AID 504842, 2011; further: potency means the concentration at half of the fitted maximal effect; on the % scale 0 is the no-effect control and ±100 the full control effect; nearly all actives have a fitted effect of over 80% in size
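Measured: ADP formation by purified Mm-CPN. Conditions: 25 nM protein, 10 uM ATP, Tris pH 7.4 with Mg2+, K+ and DTT, 37°C for 30 min. Detection: Transcreener HTRF after 30 min at room temperature.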
Nrf2 activator: qHTS of Nrf2 Activators; AREc32 ARE-luciferase reporter (MCF7-derived line), luminescence, 24 h; Potency, µM (series often up to 46.1 µM), without a hit: top-dose activation, hits mostly activators; hit rate 0.31% among 410,000; AID 624171, 2012; further: potency means the concentration at half of the fitted maximal effect; % of control where 0% means no effect; nearly all actives have a fitted effect of over 65% in size
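Luciferase luminescence (Steady-Glo, 30 min at room temperature) served as the read-out of ARE activation in AREc32 cells treated with compounds for 24 hr at 37 deg C.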
* = called active by the depositor; i = inactive; ? = inconclusive; . = no result given; [ ] = remark or other dose. Unless noted, the call rests on the fitted dose curve; in most records, active means well fitted curve in the direction sought with a large enough effect; inconclusive means small, poorly fitted or top-dose-only effect, or another doubt; inactive means no such curve, though single readings can be large; an effect the other way counts as inactive or inconclusive. An unsorted share of the library; 4.4% or so of the library scored in one or more.

SMILES | Akt phos inh | Nrf2 inh | CCT modulator | ATXN viability | TGFb SMAD3 inh | HepG2 viability | A549 viability | Mm-Cpn inhibitor | Nrf2 activator
Cc1ccc(NC(=O)COC(=O)c2ccccc2Cl)cc1S(=O)(=O)N(C)C | i | -15.2% | 0.6 | i | -1.3% | 9.1% | -7.7% | -0.6% | 0.1%
CC(C)N(C)c1ncnc2c1ncn2[C@H]1CN(Cc2ccc(Cl)cc2)C[C@@H](CO)O1 | i | . | -0.6 | i | 2.4% | -25.9% | . | . | 2.6%
COc1ccc(-c2ocnc2C(=O)Nc2ccc3c(c2)CCC3)cc1 | i | -32.7% | 0.2 | i | 8.1% | -32.4% | 0.9% | -0.4% | -0.2%
CCCOc1ccc(N2C(=O)CC(SC(=NC)Nc3ccc(F)cc3)C2=O)cc1 (stereo unspecified) | i | -18.3% | -8.3 | i | -6.5% | -29.8% | -4.1% | 2.0% | 0.7%
CSCCC(NC(=O)C1CCC(C)CC1)C(=O)NCCN1CCOCC1 (stereo unspecified) | i | 8.3% | 1.7 | i | 0.0% | -1.3% | -1.7% | -0.8% | 0.1%
CCCNC(=O)c1csc2c1CCCCC2 | i | 1.8% | 0.1 | ? | 8.6% | 2.5% | -6.0% | 0.1% | 0.0%
Cc1occc1C(=O)N/N=C/c1sc(N2CCOCC2)nc1-c1ccccc1 | i | -21.3% | 1.1 | i | 3.6% | -16.4% | 7.3% | -3.9% | 0.5%
Cc1ccccc1OCC(=O)NNC(=O)Nc1ccccc1 | i | ? | 0.1 | ? | 9.7% | -8.3% | -0.2% | 1.1% | -0.2%
O=S(=O)(Nc1ccc(N2CCCCC2)cc1)c1cccc2cccnc12 | i | ? | -1.2 | i | -0.1% | -3.2% | -8.4% | ? | -0.7%
C/C(=N\NC(=O)c1c(Br)c(C)nn1C)c1cccc(NC(=O)C2CCC2)c1 | i | ? | 1.0 | i | 12.2% | -17.0% | -2.5% | -4.3% | 0.2%
Cc1ccc2[nH]c(=O)c(CN(CCO)Cc3nnnn3Cc3ccccc3)cc2c1 | . | -14.0% | . | . | -0.2% | 3.9% | 4.3% | . | .
O=C(N/N=C/c1cccc([N+](=O)[O-])c1)c1ccc2nc[nH]c2c1 | i | 2.6% | -0.9 | i | -13.6% | -24.0% | 5.8% | 1.1% | 0.0%
CCCCN(C)CC(O)Cn1cc(/C=C/C(=O)c2ccc(Br)cc2)c2ccccc21 (stereo unspecified) | . | ? | . | . | ? | -96.7% | -18.2% | . | ?
CCCCCC(=O)N/N=C/c1ccco1 | i | 1.2% | 0.2 | i | -0.7% | 0.6% | -10.7% | -0.1% | 8.3%
Cc1nc2cc(-c3ccc(Cl)cc3)nn2c(C)c1CCC(=O)NCc1ccco1 | i | ? | -1.2 | i | -1.4% | -14.3% | -2.8% | -1.0% | -0.7%
CCOC(=O)c1cncc(C#CCO)c1 | i | 0.4% | -1.4 | i | 0.0% | -67.5% | -4.6% | 1.8% | 2.7%
Cc1ccc2c(c1)sc(=NC(=O)C1CC1)n2C | i | ? | 0.1 | i | ? | -28.7% | -1.9% | -0.5% | 14.4%
CCC1CN(C(=O)N2CCC(C(=O)Nc3cc(C)ccc3C)CC2)c2ccccc2O1 (stereo unspecified) | . | ? | . | . | ? | -17.8% | 12.2% | . | -0.9%
CSc1ccc(CNC(=O)C2CCC(=O)N(CCc3cccc(F)c3)C2)cc1 (stereo unspecified) | i | 7.0% | -0.8 | i | -24.4% | 4.2% | 6.2% | -3.5% | 0.1%
CC(=O)N1CCC(N(CCN2CCOCC2)C(=S)Nc2cccc(C)c2C)CC1 | i | 3.2% | -0.6 | i | -0.9% | -5.5% | 9.4% | -14.3% | -0.6%
CCOC(=O)C1CCCN(C(=O)c2cc(-c3ccc(F)cc3)nc3ccccc23)C1 (stereo unspecified) | i | -8.2% | -1.1 | i | -20.1% | -13.9% | 0.1% | -0.7% | 3.4%
CNc1csc(C)c(C)c1=O | i | 1.4% | -1.6 | i | -25.8% | -4.8% | 1.3% | 0.0% | 12.9%
CC(N)c1csc(Nc2ccc(C(=O)NCCCO)cn2)n1 (stereo unspecified) | i | . | -3.2 | i | 8.0% | 1.1% | . | . | 0.4%
O=C(CCNC(=O)c1ccccc1)Nc1cccnc1 | i | -0.5% | -2.0 | i | 6.0% | 0.2% | 0.2% | -0.7% | -0.8%
CC1(C)CC(=O)C=C(Nc2ccc(S(N)(=O)=O)cc2)C1 | i | . | 1.3 | i | -36.5% | 5.1% | -2.9% | 1.8% | 0.4%
OCC[C@H]1C[C@H](O)[C@@H](O)[C@@]2(CCCc3ccccc3O2)O1 | i | 0.2% | -1.1 | i | 14.1% | 14.6% | -5.0% | 0.6% | -0.1%
COc1ccc(CNS(=O)(=O)CCNCCc2ccccc2)cc1 | i | 23.2% | -0.2 | i | -13.7% | -14.9% | 13.4% | . | 3.7%
O=C(CCNC(=O)c1ccccc1Cl)NN1C(=O)NC2(CCCCC2)C1=O | i | -13.5% | -1.4 | i | -7.3% | 8.4% | -16.5% | -0.1% | -0.8%
O=C(COC(=O)C1=COCCO1)NCc1ccc(Cl)cc1Cl | i | . | 0.3 | i | -0.9% | -1.1% | . | . | 0.0%
COc1ccc(/C=C(\C#N)C(=O)OC2CCOC2=O)cc1 (stereo unspecified) | i | -0.3% | 0.3 | i | 5.8% | 2.8% | -0.7% | 2.6% | -0.1%
COCCNC(=S)N1CCC(C(=O)c2ccc(F)cc2)CC1 | i | ? | -2.7 | i | -2.5% | -2.0% | 10.5% | . | 2.5%
COc1ccc(C2(C(=O)Nc3ccc(C(=O)N4CCOCC4)cc3)CCOCC2)cc1 | i | -13.4% | -0.5 | i | -5.4% | -5.4% | -9.9% | -3.0% | -0.5%
CCOC(=O)c1ccc(NC(=S)NCCc2ccc(F)cc2)cc1 | i | 0.9% | -0.7 | i | -3.3% | -1.1% | 5.2% | -0.4% | -0.3%
Cc1cc(C)nc(NC(=O)Nc2ccc(F)cc2F)n1 | i | ? | -0.5 | i | 0.1% | 3.1% | 0.7% | -2.7% | -0.4%
Cn1c(=O)c2c([nH]c(OCc3ccc(Cl)cc3Cl)[n+]2Cc2ccc(F)cc2)n(C)c1=O | i | -4.2% | -1.8 | i | 35.3%[activator] | 23.0% | 6.5% | -2.5% | -1.1%
O=[N+]([O-])c1cc(Cl)ccc1-c1nc(-c2ccncc2)no1 | i | ? | 0.5 | i | 14.2% | 2.5% | -5.8% | -7.3% | 20.4%

Continued, starting with the last 3 of the part before.
SMILES | Akt phos inh | Nrf2 inh | CCT modulator | ATXN viability | TGFb SMAD3 inh | HepG2 viability | A549 viability | Mm-Cpn inhibitor | Nrf2 activator
Cc1cc(C)nc(NC(=O)Nc2ccc(F)cc2F)n1 | i | ? | -0.5 | i | 0.1% | 3.1% | 0.7% | -2.7% | -0.4%
Cn1c(=O)c2c([nH]c(OCc3ccc(Cl)cc3Cl)[n+]2Cc2ccc(F)cc2)n(C)c1=O | i | -4.2% | -1.8 | i | 35.3%[activator] | 23.0% | 6.5% | -2.5% | -1.1%
O=[N+]([O-])c1cc(Cl)ccc1-c1nc(-c2ccncc2)no1 | i | ? | 0.5 | i | 14.2% | 2.5% | -5.8% | -7.3% | 20.4%
O=C(O)C1CSC2(c3ccc4c(c3)OCCO4)CCC(=O)N12 (stereo unspecified) | -114.8%* | 13.5% | -1.1 | i | 5.3% | 14.6% | -9.4% | 0.1% | -0.8%
O=[N+]([O-])c1ccc(NNC(=S)Nc2ccc(F)cc2)cc1 | i | 2.5% | -1.2 | ? | ? | -34.6% | ? | -0.9% | 8.9%
Cc1noc(NS(=O)(=O)c2ccc(NC(=O)c3ccc(N4C(=O)c5ccccc5C4=O)cc3)cc2)c1C | i | -0.2% | 3.4 | i | ? | -15.5% | -1.7% | -0.5% | -0.1%
COc1ccc(-c2cn3nc(N4CCCC(C(=O)Nc5cccc(OC)c5)C4)sc3n2)cc1 (stereo unspecified) | . | . | . | i | ? | -4.8% | -6.3% | . | 0.4%
CCN(c1cccc(C)c1)S(=O)(=O)c1nnc(NC(=O)C2CCCCC2)s1 | . | ? | . | . | 0.0% | 3.5% | 8.5% | . | -0.4%
Cc1cc(-c2cccs2)c(C#N)c(=S)[nH]1 | i | 3.0% | 1.2 | i | -0.9% | 30.7% | 3.1% | -3.6% | 2.2%
CCOC(=S)SCC(=O)N1CCc2cc(OC)c(OC)cc2C1C1C(=O)CC(C)(C)CC1=O (stereo unspecified) | i | 2.0% | -2.8 | i | -20.3% | 17.3% | -5.8% | -1.6% | 0.2%
O=c1c(Br)c(N2CCOCC2)cnn1-c1ccccc1 | i | ? | 1.1 | i | 0.1% | -1.5% | -0.9% | 1.8% | 0.3%
CC(O)(c1cccnc1)c1nc(-c2cccc(F)c2)cs1 (stereo unspecified) | i | . | -2.3 | i | ? | -27.3% | . | . | 4.2%
CCOc1ccc(C=O)cc1CN1CCCCC1 | i | -7.5% | -0.2 | i | 0.0% | -9.1% | -7.1% | 1.3% | 0.1%
CN(CC(=O)NCCc1ccccc1)S(=O)(=O)c1cccs1 | i | . | 1.9 | i | 2.2% | 1.3% | 13.5% | -0.4% | 3.3%
C/C(Cl)=C\Cn1c(NCCCn2ccnc2)nc2c1c(=O)n(C)c(=O)n2C | i | 13.6% | -1.2 | i | -14.6% | 11.3% | -0.6% | -0.2% | 1.7%

Compound activity from PubChem BioAssay.
